RTF Ca sens inh – cardiac RTF calcium desensitization | IANBD-labeled cardiac RTF, Ca2+ fluorescence | AID 493244 | 340,000 compounds, 0.12% hits | P19429+P45379 | inhibition, % at 7.15 µM;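 active = inhibition above the mean inhibition of all tested compounds plus 3 SD, cut at about 17% in these data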;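 also: assay run at fixed EC70 calcium of 1.6 mM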
LANA DNA inh – inhibitors of KSHV LANA C-terminal domain DNA binding. inhibition, % at 9 µM. MBP-C-LANA/FAM-LBS DNA binding, fluorescence polarization. 340,000 compounds, 0.078% hits;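 active = highest replicate inhibition at or above 60% at 9 µM, even if other replicates fall short; inactive = all replicates below 60% inhibition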;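 also: 0% = neutral control wells and 100% = 4 µM acridine orange control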
DAGLB inh – blocks human DAGLB lipase activity; Q8NCG7; 340,000 compounds, 0.059% hits; HEK293T DAGLB membrane lysate, EnzChek fluorogenic substrate; inhibition, % at 5.17 µM; in the data active = inhibition above about 34%;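 also: 0% = enzyme with vehicle and 100% = wells lacking enzyme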
Target sequence (Q8NCG7 whole entry, looked up): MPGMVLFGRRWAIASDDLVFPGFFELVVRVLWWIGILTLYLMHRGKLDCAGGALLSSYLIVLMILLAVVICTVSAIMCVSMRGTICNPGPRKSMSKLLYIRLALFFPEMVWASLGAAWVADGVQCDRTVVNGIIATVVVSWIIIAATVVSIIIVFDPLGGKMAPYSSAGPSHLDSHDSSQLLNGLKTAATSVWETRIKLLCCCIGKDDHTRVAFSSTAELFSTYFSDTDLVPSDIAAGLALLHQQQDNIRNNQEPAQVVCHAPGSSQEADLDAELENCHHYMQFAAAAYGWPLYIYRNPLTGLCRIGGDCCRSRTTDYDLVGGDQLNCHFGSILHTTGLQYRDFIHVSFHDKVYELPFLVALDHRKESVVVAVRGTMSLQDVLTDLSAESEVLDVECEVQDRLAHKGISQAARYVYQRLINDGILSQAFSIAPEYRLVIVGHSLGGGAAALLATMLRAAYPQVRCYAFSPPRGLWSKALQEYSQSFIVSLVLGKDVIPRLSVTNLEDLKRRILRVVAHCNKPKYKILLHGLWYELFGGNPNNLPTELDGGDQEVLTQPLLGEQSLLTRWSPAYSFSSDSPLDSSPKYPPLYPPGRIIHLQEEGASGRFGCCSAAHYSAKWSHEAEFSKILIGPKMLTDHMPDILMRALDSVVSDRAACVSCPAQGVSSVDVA
Pemphigus Ab inh – inhibitors of pemphigus antibody binding to human desmoglein-3 | 310,000 compounds, 0.48% hits | DSG3-coupled beads, scFv-anti-DSG3-GFP binding, flow cytometry; hits give low values | binding (percent of control), % at 10 µM | AID 588358;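 active = binding more than 3 SD below its plate's average and above zero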;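 also: hits lower antibody fragment binding to DSG3; some compounds called inactive have numbers as strong as hits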
NSD2 inh – inhibitors of human histone methyltransferase NSD2 | inhibition, % at 12.5 µM | O96028 | 310,000 compounds, 0.54% hits | AID 743445 | NSD2 peptide methylation, AlphaScreen, 120 min; in the data active = inhibition above about 50%
V-ATPase pHluor – regulators of yeast V-ATPase proton transport | AID 504577 | S. cerevisiae, pHLuorin cytosolic pH fluorescence | 350,000 compounds, 0.37% hits | response, % at 10 µM; in the data active = response mostly above about 7.3%, no sharp cut-off; inactive = mostly below about 5.4%; also: actives read high; inactives centre near 0; some compounds called inactive have numbers as strong as hits; reference of the scale not given here
CAL PDZ FP-1 – CAL PDZ (human) peptide binding inhibition; 300,000 compounds, 0.92% hits; inhibition, % at 24.9 µM; AID 602252; purified CAL PDZ, TMR-peptide fluorescence polarization, 1 h; Q9HD26;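 active = mean inhibition of at least 30% with at least half of replicates also reaching 30%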;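 also: 0% = DMSO neutral control and 100% = excess unlabeled competitor peptide PRC23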
Arr AP2 block – blocks beta-arrestin peptide binding to AP2 adaptin. FITC-arrestin peptide / GST-AP2 beads, flow cytometry; AP2 beta2 appendage carries R879A mutation. inhibition, % at 10 µM. 340,000 compounds, 0.31% hits;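 active = inhibition above a set limit, near 3 SD of compounds lacking own fluorescence, cut at about 54% in these data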;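 also: plate controls were DMSO wells for no effect and 5 µM unlabelled arrestin peptide for full effect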
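System: GST-AP2 R879A bound to glutathione beads, E. coli-expressed. Also added: 50 nM FITC-arrestin peptide. Schedule: compound with beads 12 min RT, then probe 1 h RT. Signal: bead flow cytometry, FITC channel. Read-out basis: percent response.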
CAL PDZ FP-2 – human CAL PDZ-peptide interaction inhibition; purified CAL PDZ, TMR-peptide fluorescence polarization, 1 h; Q9HD26; inhibition, % at 20 µM; 330,000 compounds, 0.02% hits; AID 504414;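 active = highest replicate inhibition of at least 40%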;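 also: plate controls were DMSO neutral control wells for no effect and unlabeled competitor peptide control wells for full effect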
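System: tagged CAL PDZ domain. Schedule: 1 h room-temperature incubation prior to read. Signal: fluorescence polarization (mP). Measure: percent inhibition from loss of millipolarization.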
Keap1 Nrf2 FP – disrupts human Keap1 binding to Nrf2 peptide. 340,000 compounds, 0.15% hits. inhibition, % at 9.4 µM. Q14145. Keap1 Kelch-Nrf2 peptide fluorescence polarization, 1536-well. AID 504523; in the data active = inhibition above about 12%;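 also: human Keap1 Kelch domain with fluorescein labeled Nrf2 9mer peptide probe; 0% = neutral control wells and 100% = peptide positive control; higher means more block of Keap1 binding to Nrf2 peptide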
* hit, by the source's call; / = no result given; + = active, no number; & = joins results of further samples.

SMILES	RTF Ca sens inh	LANA DNA inh	DAGLB inh	Pemphigus Ab inh	NSD2 inh	V-ATPase pHluor	CAL PDZ FP-1	Arr AP2 block	CAL PDZ FP-2	Keap1 Nrf2 FP
CCS(=O)(=O)N1CCC(C(=O)Oc2ccccc2OC)CC1	1	1.3	0	114	0	-1	-6	1	-0.7	-3
COC(=O)c1cc(C(=O)OCC(=O)NCc2ccc3c(c2)OCO3)cc([N+](=O)[O-])c1	1	-6.7	0	106	-4	3	0	39	0.4	-1
O=C1C=C(N2CCOCC2)c2ccccc2C1=O	1	5.5	-8	183	+	2	1	2	0.6	-1
O=C(O)Cc1csc(-c2cccc(Oc3ccccc3)c2)n1	-13&-6	0.8&0.5	-2&-1	95&100	-2&-3	-1&-3	-4&-1	-12&10	-3.0&-3.1	-1&-4
COc1ccc(N2CCN(C(=O)c3ccc(C)c(NC(=O)c4ccco4)c3)CC2)cc1	0	-2.9	1	104	4	2	-3	6	-3.4	1
O=C(Cn1ccc2ccccc2c1=O)NCCC(=O)N1CCN(c2cccc(C(F)(F)F)c2)CC1	-4	0.0	2	/	6	-2	-6	3	-3.5	2
CCOc1cc(N2CCOCC2)c(OCC)cc1NC(=O)CSc1ncccn1	-8	-0.8	-1	97	1	7	-5	3	-1.2	-1
CCc1ccc(-c2cc(C)no2)cc1S(=O)(=O)NCCc1ccc(S(N)(=O)=O)cc1	-5	1.2	0	107	1	1	-1	6	-2.9	-4
CC(C(=O)N1CCCCC1)N(C)CC(=O)Nc1ccc(F)c(F)c1F (configuration not stated)	/	/	-2	103	-1	-1	/	/	/	/
COc1cccc(C(=O)COC(=O)CCCC(=O)NC2CCCCC2)c1	3	-1.2	0	98	9	1	-2	7	-1.5	1
Cc1ccc(N(C(=O)CCC(=O)Nc2cc(C)on2)C(C(=O)NC2CCCC2)c2cccs2)cc1 (configuration not stated)	8	0.2	5	109	1	4	-5	-9	-1.8	1
OCCCNc1nc(-c2ccc(Cl)cc2)nc2ccccc12	-9	-0.8	-6	93	-8	-3	-4	0	-1.5	0
O=C(OCCCc1cc2ccccc2c(=O)o1)c1ccc(F)cc1	-1	-0.9	-11	105	/	0	-2	4	-3.6	-5
CC(C)NC(=O)C(=O)NCCN1CCN(S(=O)(=O)c2ccc(Cl)cc2)CC1	4	1.7	1	102	0	-1	0	6	-2.3	-4
CN(C)S(=O)(=O)c1ccc(C(=O)NCC2(N3CCCCC3)CCCCC2)cc1	0	-0.7	-1	109	-23	-1	-2	-8	-0.9	-1
CC1CCN(C(=O)C(=O)c2cn(CC(=O)N3CCCCCC3)c3ccccc23)CC1	3	3.1	1	137	-1	3	-1	0	1.1	0
CCn1c2c(c3cc(OCC(C)C)ccc31)CCCC2=O	-1	-1.2	-13	120	8	0	-5	-6	-2.1	-2
COc1ccc(OC)c(S(=O)(=O)N(C)CC(=O)N2CCN(c3ccccc3)CC2)c1	-5	-1.1	0	104	-1	-2	1	3	-0.5	-5
O=C(NCc1cccnc1)C(=O)N/N=C/c1ccccc1[N+](=O)[O-]	-3	-2.4	0	103	-3	1	/	-3	0.1	-5
O=C(Nc1ccccc1C(=O)N1CCCCCC1)c1ccc(Cl)cc1	-1	0.8	-2	102	-1	1	-3	-12	-0.9	-3
CC(C)Oc1ccc(C(=O)NC(C)(C)CO)cc1	-9	3.0	3	104	3	6	0	5	-2.0	2
Clc1ccc(Cn2c(-c3cccnc3Cl)nc3ccccc32)cc1	-15	-6.4	1	97	3	13	-1	28	-0.4	7
O=C1CCC(=O)N1OCCOc1ccc(Cl)c2ccccc12	2	-0.6	-1	112	-1	1	4	12	-1.0	-5
O=C1c2ccccc2C(=O)N1CCCCCCN1C(=O)c2ccccc2C1=O	-6	-1.7	-1	95	-5	9.6*	-3	-6	-1.6	0
O=C1C2C3C=CC(C3)C2C(=O)N1c1ccc2ccccc2n1 (configuration not stated)	2	0.9	0	102	-2	5	-1	-10	/	0
CC(=O)Nc1ccc(C(=O)N2CCCc3ccccc32)cc1	-1	0.1	1	106	-4	-4	7	7	-1.9	-1
COc1ccc(C2(C)NC(=O)N(CC(=O)Nc3ccc(-c4nc5ccc(C)cc5s4)cc3)C2=O)cc1 (configuration not stated)	/	-0.4	/	103	-2	-5	9	16	-2.2	-5
CC(=O)N1CCN(C(=O)CNc2cc(C(F)(F)F)ccc2OCC(F)(F)F)CC1	-4	-0.4	0	103	0	-1	-7	4	/	-1
Cc1cc(C)n(-c2nc(NCC(C)O)c3c4c(sc3n2)CCCC4)n1 (configuration not stated)	-9	0.5	-1	106	0	0	/	12	-0.7	-8
Cc1ccc(C(=O)OCC(=O)N2CC(=O)Nc3ccccc32)s1	-16	0.3	-1	101	0	-2	-5	-2	-0.6	-5
CSc1nnc2n(-c3ccccc3)c(=O)c3c4c(sc3n12)CCC4	-1	-2.7	-2	110	-1	-1	-4	-5	-0.2	-4
O=C(OCC1COC(c2ccccc2)(c2ccccc2)O1)c1ccccc1 (configuration not stated)	0	0.1	-11	/	-3	2	2	0	1.2	-1
CCOc1ccc(N(CC(=O)NCc2ccco2)S(C)(=O)=O)cc1	-2	1.1	-1	105	-13	3	0	-3	-0.1	1
CCC(C)C1/C=C\CC(NC(=O)OCC2c3ccccc3-c3ccccc32)CC(=O)N1Cc1ccccc1 (configuration not stated)	-4	0.2	-6	98	/	-3	-1	13	-0.1	-7
O=C(COc1ncnc2sccc12)NC1CCCCC1	-8	0.4	-2	99	-7	7	2	20	0.4	1
CCn1ncc(Br)c1C(=O)Nc1ccc(Cl)cn1	-5	0.7	-4	/	-4	-2	-3	7	-3.5	2
O=C(COC(=O)c1ccc([N+](=O)[O-])s1)c1ccc[nH]1	6	-2.3	2	139	-1	39*	-2	11	-0.4	-4
CCOC(=O)C1CCCN(CC(=O)Nc2ccc(C(=O)Nc3ccccc3OC)cc2)C1 (configuration not stated)	9	0.2	-3	/	-3	-1	-3	4	-1.9	-5
Cc1cc(C)nc(/N=C(\N)N(Cc2ccccc2)Cc2ccccc2)n1	3	0.7	1	101	-1	4	-1	8	-0.5	0
O=C1CC(Nc2ccc(N3CCOCC3)cc2)C(=O)N1c1ccccc1 (configuration not stated)	0	0.4	3	98	/	-1	0	25	-0.3	-4

Compound profiles, as listed above. Values in the order: RTF Ca sens inh | LANA DNA inh | DAGLB inh | Pemphigus Ab inh | NSD2 inh | V-ATPase pHluor | CAL PDZ FP-1 | Arr AP2 block | CAL PDZ FP-2 | Keap1 Nrf2 FP
`O=C(COC(=O)c1ccc([N+](=O)[O-])s1)c1ccc[nH]1` across the screens: 6 | -2.3 | 2 | 139 | -1 | 39* | -2 | 11 | -0.4 | -4
`Cc1cc(C)n(-c2nc(NCC(C)O)c3c4c(sc3n2)CCCC4)n1` (configuration not stated) across the screens: -9 | 0.5 | -1 | 106 | 0 | 0 | / | 12 | -0.7 | -8
`Cc1cc(C)nc(/N=C(\N)N(Cc2ccccc2)Cc2ccccc2)n1` across the screens: 3 | 0.7 | 1 | 101 | -1 | 4 | -1 | 8 | -0.5 | 0
`CC(=O)N1CCN(C(=O)CNc2cc(C(F)(F)F)ccc2OCC(F)(F)F)CC1` across the screens: -4 | -0.4 | 0 | 103 | 0 | -1 | -7 | 4 | / | -1

Further structures follow.
SMILES	RTF Ca sens inh	LANA DNA inh	DAGLB inh	Pemphigus Ab inh	NSD2 inh	V-ATPase pHluor	CAL PDZ FP-1	Arr AP2 block	CAL PDZ FP-2	Keap1 Nrf2 FP
CN(C)c1ccc(C=NNc2ccccn2)c(Cl)c1	3	1.2	2	/	3	3	-3	14	-0.7	-3
CCc1nnc(NC(=O)C2CCC2)s1	-14	-0.8	2	/	-3	-4	-7	8	1.0	-2
CC(NC(=O)CSc1cccc(C(F)(F)F)c1)c1ccccc1 (configuration not stated)	1	0.5	1	82	-2	2	1	-8	-3.1	-1
Cc1ccc(N(CC(=O)NC(C)(C)C)C(=O)CS(=O)CC(=O)Nc2ccc(F)cc2)cc1 (configuration not stated)	-13	0.0	1	96	-4	6	-2	14	-4.3	2
COc1ccc(-n2c(CN3CCN(c4ccccc4)CC3)nc3ccc([N+](=O)[O-])cc3c2=O)c(OC)c1	-17	-1.3	-3	86	2	2	1	21	-3.2	-5
Cc1ccc(N=Cc2ccc(N(C)C)cc2)cc1	0	-0.1	0	105	1	-2	8	1	0.4	2
C=CCn1c(SCC(=O)N2CCOCC2)nnc1C(C)NC(=O)c1ccccc1 (configuration not stated)	12	0.0	-1	/	2	1	-2	46	-2.3	-2
Cc1ccc(-c2nnn(CC(=O)N(c3cccc(F)c3)C(C(=O)NC3CCCC3)c3ccncc3)n2)o1 (configuration not stated)	-5	-0.8	-2	99	/	0	-5	2	-3.2	1
COc1ccc(C(NC(C)=O)c2c(O)ccc3ccccc23)cc1OC (configuration not stated)	-8	0.3	2	/	5	4	0	5	-1.1	1
CCCC(C(=O)NC1CCCC1)N(CCCN1CCOCC1)C(=O)c1snc(C(N)=O)c1N (configuration not stated)	-1	-1.4	0	98	0	2	/	3	-0.9	-3
CC(C)C(C(=O)NC1=NCCS1)c1ccc(Cl)cc1 (configuration not stated)	-4	-0.3	-3	127	0	-3	0	7	-0.9	-4
COC(=O)c1cccc(NC(=O)C2COc3ccccc3O2)c1 (configuration not stated)	-3	2.0	-2	90	-2	-2	2	8	-1.4	-4
O=C(NC1CCCC1)C(c1ccccn1)N(C(=O)c1csnn1)c1ccccc1 (configuration not stated)	-2	1.4	1	101	3	-1	0	18	0.5	3
O=C(O)COc1ccc(Br)cc1CP(=O)(c1ccccc1)c1ccccc1	-6	1.3	1	89	-1	0	-3	-1	-3.2	-7
COC(=O)c1ccc(Nc2c([N+](=O)[O-])ccc3nonc23)cc1	-1	1.2	9	96	-1	-2	-3	-7	-1.1	0
COc1ccc(C)cc1-n1nnnc1SCn1nnc2ccccc2c1=O	10	-2.2	1	103	0	2	18	-6	/	-3
O=C(NNc1cccc(Cl)n1)C1CC1	5	0.1	0	107	1	1	/	21	-0.6	-2
Cc1ccc([N+](=O)[O-])cc1S(=O)(=O)N(C(=O)c1ccncc1)c1ccc2oc3c(c2c1)CCCC3	2	0.9	1	100	-3	-4	-1	27	-2.5	0
CCOc1ccc(C(=O)NCC2CCCN2S(=O)(=O)c2cccs2)cc1 (configuration not stated)	3	0.4	3	107	1	2	11	6	-1.0	-4
CC1(C)Cc2cccc(OCC(=O)NCc3cccs3)c2O1	1	0.2	1	99	-4	2	-4	-8	-2.6	-1
CCOC(=O)/C=c1\s/c(=C\c2c(OC)ccc3ccccc23)c(=O)n1CC(=O)NCC1CCCO1 (configuration not stated)	-13	5.8	-3	94	0	-10	/	5	-3.6	-11
O=C(Oc1ccc(Cl)c2cccnc12)c1ccco1	9	-2.2	3	106	4	0	0	-5	-2.3	-2
O[C@@H]1CN(C2CCCCC2)CC[C@H]1N1CCN(CCc2ccccc2)CC1	-12	-0.2	-4	98	/	-1	/	-5	-3.2	-1
CCOc1ccccc1N1CC(C(=O)NC2CCCCCC2)CC1=O (configuration not stated)	-3	5.2	-1	118	1	-2	0	-2	0.2	-7
CC(C)(C)c1cc(CCC(=O)NNC(=O)c2ccco2)cc(C(C)(C)C)c1O	-3	-0.4	-1	100	0	0	0	-5	-0.8	-5

A portion of the library; rates above refer to the full screens.
